BRCA1 expr act = BRCA1 expression activation; MCF7-BRCA1-FFLuc reporter, luminescence, 48 h; response scale: scaled: vehicle 0%, 10 µM genistein 100%; Potency, µM (doses to about 46.1 µM), for the others: at the highest dose activation, usual class: activators; actives 1.1% (n = 380,000); AID 624202; active = well fitted activation curve with a large enough effect; inconclusive = small, poorly fitted or top-dose-only effect; inactive = no such curve, though single readings can be large or run the other way; also: nearly all actives have a fitted effect of over 80% in size; some results filed as inactive show a strong effect at the top dose
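Cells: MCF7-BRCA1-FFLuc, 2000/well. Exposure: 48 h, 37 °C, 5% CO2. Read: luminescence, 15 min post-substrate. Controls: genistein 10 microM (maximal activation), DMSO (neutral).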
Active calls of the source: *; ? = inconclusive. Potency is read from the fitted curve at half-maximal effect. An excerpt, so the mix of outcomes need not match the whole.

SMILES | BRCA1 expr act
COc1ccc(N2CCN(c3ccc(-c4nc(-c5ccccc5)no4)cc3[N+](=O)[O-])CC2)cc1 | 8.7%
COc1cc(CNc2ncnc3c2ncn3[C@H]2CN(Cc3cccc(C(F)(F)F)c3)C[C@@H](CO)O2)cc(OC)c1OC | 0.0%
FC(F)(F)c1cccc(N2CCN(c3nc4ccccc4n4cnnc34)CC2)c1 | 0.0%
COc1cccc(C(O)c2nc(-c3cccc(NC(C)=O)c3)cs2)c1 (stereo not given) | -17.5%
C=CCn1c(SCC(N)=O)nc2ccccc2c1=O | 6.4%
COc1cccc(C(NC(C)=O)c2nc(-c3ccccc3)cs2)c1 (stereo not given) | 5.9%
COCCNc1nc2cc(-c3ccccc3OC)sc2c(=O)n1C | 0.0%
Cc1ccc(N2C(=O)CSC23C(=O)N(CC(=O)NCc2ccccc2)c2ccccc23)cc1C (stereo not given) | 0.0%
Cc1ccc(Cc2c(C(C)(C)C)nc3cc(C)c(Br)c(C)n23)cc1 | 6.2%
CCOc1ccc(CCN2C(=S)N([C@@H](CC(C)C)CN3CCC[C@@H]3CN3C(=S)NC[C@@H]3Cc3ccccc3)C[C@@H]2Cc2ccc(O)cc2)cc1 | -50.5%
COc1ccc(CC(N)c2csc(NC(=O)Cc3ccccc3)n2)cc1 (stereo not given) | 0.0%
Cc1nc2cc(-c3cccc(F)c3)nn2c(C)c1CCC(=O)NC1CCCCC1 | -37.9%
COC(=O)C(NC(=O)CCc1c(C)nc2c(-c3ccccc3)c(C)nn2c1C)C(C)C (stereo not given) | 13.2%
COc1cc(NC(=O)CC(c2cccs2)N2Cc3ccccc3C2=O)cc(OC)c1OC (stereo not given) | 0.0%
CCCOc1ccc(F)cc1-c1cc(C(=O)NC2CCCCC2)[nH]n1 | 13.4%
COc1ccc(C(O)c2nc(-c3ccccc3)cs2)cc1 (stereo not given) | 13.1%
COCCNc1nc(Oc2ccccc2)c2sccc2n1 | -2.1%
O=C1NC[C@@H](CCCCN2C[C@H](Cc3ccc(O)cc3)N(CCc3ccccc3)C(=O)C2=O)N(CCc2ccccc2)C1=O | 10.5%
Cc1ccc2c(c1)-c1onc(C(=O)N3CCN(c4cc(Cl)ccc4C)CC3)c1CO2 | -19.9%
CCc1ccccc1NC(=O)c1nc2nc(C)cc(C(F)F)n2n1 | 13.5%
O=C(c1cccc(Cl)c1)N1CCN(c2ccc3c(c2)C2CC3CCN2C(=O)OCc2ccccc2)CC1 (stereo not given) | 8.4%
O=S1(=O)CC(N2CCCC2)CN1Cc1cn(Cc2ccccc2)nn1 (stereo not given) | 9.7%
NC(Cc1ccc(C(F)(F)F)cc1)c1csc(Nc2ccc(S(N)(=O)=O)cc2)n1 (stereo not given) | -44.6%
COc1ccc(Nc2cc(C)nc3c(C)c(C)ccc23)cc1 | 0.0%
COc1ccc(CNc2nccn3ccnc23)cc1 | 94.9%

Brought forward from above: 2 compounds, then new ones.
SMILES | BRCA1 expr act
COc1ccc(Nc2cc(C)nc3c(C)c(C)ccc23)cc1 | 0.0%
COc1ccc(CNc2nccn3ccnc23)cc1 | 94.9%
COc1cccc(CNC(=O)CSc2ncc(S(=O)(=O)c3ccc(Br)cc3)c(=O)[nH]2)c1 | -0.9%
COc1ccc(CN2CCC2(C)C(=O)NCCc2c[nH]c3ccccc23)c2ccccc12 (stereo not given) | -34.7%
CSc1ccc(C(O)c2ncc(-c3cccc(OCc4ccccc4)c3)[nH]2)cc1 (stereo not given) | -19.1%
Oc1cc(O)c(/C=C/c2ccnc3ccccc23)c(O)c1 | 9.0%
Cc1cccc(C)c1NC(=O)C1c2ccccc2OCC(=O)N1Cc1cccnc1 (stereo not given) | 1.4%
NC(=O)NN=C1CCC(OCc2ccccc2)CC1CC(=O)O (stereo not given) | 14.6%
CCC(=O)N1c2ccc(S(=O)(=O)CCC(=O)N3CCN(c4ccc(F)cc4)CC3)cc2CC1C (stereo not given) | 0.0%
O=C(C[n+]1ccccc1Cl)c1ccc2ccccc2c1 | 48.9%
Cc1cc(C)cc(-n2c(SCC(=O)Nc3ccccc3)nc3c(oc4ccccc43)c2=O)c1 | -8.0%
Cc1cncc(NCc2cccc(Cl)c2)n1 | 55.1%
Cc1cccc(N2C(=O)N(CC(=O)C(C)(C)C)c3ccccc3S2(=O)=O)c1C | 4.7%
Oc1ccc(-c2nc3ccc(Cl)cn3c2Nc2ccc3c(c2)OCO3)cc1 | 2.1%
O=C(NCc1ccc(F)cc1)c1ccc2nc(N3CCCCC3)sc2c1 | ?
Clc1cccc(Cc2c(C3CCCCC3)nc3ccc(Cl)cn23)c1 | -9.4%
CC(=O)Nc1cccc(-c2ccnc3c2CC(C)(C(=O)NCc2ccc(N(C)C)cc2)O3)c1 (stereo not given) | -41.6%
Cc1sc2ncn(CC(=O)Nc3ccc(F)cc3Cl)c(=O)c2c1S(=O)(=O)N1CCN(c2ncccn2)CC1 | 10.4%
COc1ccc(-n2c(=O)c3sc4ccccc4c3n(Cc3ccccc3C)c2=O)cc1OC | -5.4%
CCc1nc2ccc(C(=O)NCCOc3ccc(OC)cc3)cn2c1N(C=O)Cc1ccc(OC)cc1 | 2.5%
O=C(NCc1ccco1)c1[nH]c(C(F)(F)F)nc1-c1ccccc1 | 8.8%
C[C@@H](CO)NC(=O)[C@H]1O[C@@H](n2ccc(=O)[nH]c2=O)[C@H](O)[C@@H]1O | 5.3%
Cc1ccc(CSc2cn(CCNC(=O)c3cccs3)c3ccccc23)cc1 | -39.8%
CCN(CC)c1ncnc2c1ncn2[C@H]1CN(Cc2cc(OC)c(OC)c(OC)c2)C[C@@H](CO)O1 | -4.2%
COc1ccc2c(CNCc3cccs3)c(C(=O)O)n(Cc3ccc(F)cc3)c2c1 | -54.0%
CC(C)(C)C(=O)Cn1c(=O)n(-c2ccc(Cl)c(Cl)c2)c(=O)c2c3c(sc21)CCCC3 | 4.2%
COc1cccc(NC(=O)C(=O)NCCc2sc(-c3cccc(C)c3)nc2C)c1 | ?
SMILES | BRCA1 expr act
Cc1ccc(C)c(NC(=O)Cn2c(=O)n(Cc3ccc4c(c3)OCO4)c(=O)c3ccccc32)c1 | 12.2%
CC1(C(=O)NS(=O)(=O)c2ccccc2Cl)CCN1C(=O)CCc1ccc(Cl)cc1Cl (stereo not given) | 24.2%
CC1(C(=O)NC2CCCC2)CCN1C(=O)Cc1ccc(-c2ccccc2)cc1 (stereo not given) | -24.0%
O=C(Nc1nnc([C@@H]2C[C@H](O)[C@@H](CO)O2)s1)c1cccc2ccccc12 | 8.91µM*
CCCc1c(-c2cccc(F)c2)ncn1Cc1ccccc1OC | -23.9%
CCOC(=O)c1ccc(N2C(=O)c3[nH]nc(-c4ccc(OC)cc4)c3C2c2ccc(C)cc2)cc1 (stereo not given) | -65.7%
COc1cccc(CNc2nc(NC(C)C)nc3ccsc23)c1OC | -45.4%
CC(C)c1nn2c(=O)cc(COC(=O)c3ccco3)nc2s1 | -5.6%
Clc1cccc(CNc2ccn3nc(-c4ccc(OCc5ccccc5)cc4)cc3n2)c1 | 12.5%
Cc1cc(F)ccc1-c1cc(C(=O)NC2CCCCC2)[nH]n1 | 84.5%
Cc1ccc(S(=O)(=O)N2CCN(c3nc(-n4ccnn4)nc4ccccc34)CC2)cc1 | -10.2%
CN(C)CCN1CCN(C2CN(Cc3cn(Cc4ccc(C(F)(F)F)cc4)nn3)S(=O)(=O)C2)CC1 (stereo not given) | 10.3%
Cc1cc2ccccc2n1CCNC(=O)c1ccc(Br)cc1 | 43.2%
COc1ccc2c(CNC3CCCCCC3)c(C(=O)O)n(Cc3ccc(C)cc3)c2c1 | -30.4%
Nc1[nH]c(C(=O)c2ccccc2)c(-c2ccccc2C(F)(F)F)c1C(=O)NCc1ccc(F)cc1 | 23.2%
COc1cccc(OCc2cc(C3Nc4ccccc4C(=O)N3c3ccccc3)ccc2OC)c1 (stereo not given) | -38.4%
COc1ccc(C(O)c2ncc(-c3ccccc3C)[nH]2)cc1 (stereo not given) | 2.2%
COc1ccc(Cl)cc1-c1cc(C(=O)Nc2ccc(F)cc2)[nH]n1 | -3.2%
COc1ccc(OCCn2c(CCNC(=O)C3CCCCC3)nc3ccccc32)cc1 | -3.8%
N#Cc1cccc(-c2csc(C(O)c3ccco3)n2)c1 (stereo not given) | 40.8%
Nc1ncnc2c1nc(-c1ccccc1)n2C1OC(CO)C(O)C1O (stereo not given) | 11.4%
CC(=O)NC(c1ccc(F)c(F)c1)c1nc(-c2cccc(C(=O)O)c2)cs1 (stereo not given) | 68.7%
Cc1nc(C(F)(F)F)ccc1C(=O)N1CCC1(C)C(=O)NS(=O)(=O)c1cccc(C#N)c1 (stereo not given) | -12.2%
O=C(CC[C@H]1O[C@@H](n2cnc3c(NC(=O)c4ccccc4)ncnc32)[C@H](O)[C@@H]1O)N[C@@H](CO)c1ccccc1 | 5.6%
Cc1ccc(NS(=O)(=O)c2ccc3nc(-c4ccccc4)[nH]c3c2)c(Cl)c1 | -36.7%
SMILES | BRCA1 expr act
COc1ccc(C(O)c2ncc(-c3cccc(F)c3)[nH]2)cc1F (stereo not given) | -2.9%
COc1ccc(NC(=O)c2cccc3c(-c4cccnc4)coc23)cc1 | 75.1%
Cc1cccc(NC(=O)C2CCC(CNS(=O)(=O)c3ccc4c(c3)CCCC(=O)N4)CC2)c1C (stereo not given) | 1.3%
Cc1cc(C)cc(OCC(=O)Nc2ccc(Cl)c(-c3nc4ncccc4o3)c2)c1 | 6.8%
Cc1cccnc1C(NC(=O)C1CCN(Cc2ccccc2)CC1)c1ccc(F)cc1 (stereo not given) | -25.7%
COCCNC(=O)C1(C)CCCN(C(=O)c2cnc3ccccc3n2)C1 (stereo not given) | 26.6%
Cc1cc(F)ccc1NC(=O)CCS(=O)(=O)c1cc2c3c(c1)CCN3C(=O)CC2 | -0.4%
COC(=O)c1cccc(CC2(C)C(=O)Nc3cc(-c4ccccc4Cl)ccc32)c1 (stereo not given) | 13.1%
CCOC(=O)c1noc2ncnc(Nc3ccc(F)cc3F)c12 | 17.3%
CCc1cccc(NC(=O)c2cc3c(=O)oc4ccc(C)cc4c3s2)c1 | 0.0%
C=CCN(CC=C)Cc1cc(=O)oc2cc(C)ccc12 | 1.3%
O=C(NC1CCCC1)C1c2ccccc2OCC(=O)N1Cc1ccccn1 (stereo not given) | 19.3%
COc1ccc(CCNC(=O)CCn2c(=O)c3ccccc3n(CC(=O)Nc3cccc(C)c3)c2=O)cc1OC | 13.9%
Cc1nn2c3c(cnc2c1-c1ccc(Cl)cc1)C(=O)CC(c1ccc(C(C)C)cc1)C3 (stereo not given) | 4.4%
CCOC(=O)c1cc(OC(=O)c2ccccc2C)n(-c2ccccc2)n1 | 14.8%
Cc1ccc(Cl)cc1NC(=O)c1cc(-c2ccc3c(c2)OCCO3)on1 | ?
COc1ccc2c(c1)cc(CNc1ccc(OC)c(OC)c1)c(=O)n2CC(=O)Nc1ccccc1C | -8.2%
CCCc1nc2c3ccccc3ccn2c1CC1CCCCC1 | -7.9%
Cc1ccc(-c2noc(-c3ccccc3OCC(=O)Nc3ccccc3[N+](=O)[O-])n2)cc1 | 0.0%
CCCCCc1c(-c2cccc(Br)c2)ncn1CCc1ccccc1OC | -22.9%
CCCCCCCCN1C(=O)[C@H](CC(=O)NCC2CCCCC2)C[C@@]2(C(=O)OC)CCCCC=C12 | -26.7%
COc1cc(OC)c(/C=C/c2ccc3ccccc3[n+]2[O-])c(OC)c1 | 0.0%
COc1cccc(-c2cnc3c(NC(C)=O)cc(-c4ccsc4)cn23)c1 | -16.0%
COc1ccc(OC)c(NC(=O)c2cc(-c3cc(F)ccc3OCC3CCCO3)n[nH]2)c1 (stereo not given) | -8.9%
COc1cccc(C(O)c2ncc(-c3ccccc3Cl)[nH]2)c1 (stereo not given) | 35.6%
SMILES | BRCA1 expr act
CCOc1ccc(S(=O)(=O)N2CCN(c3cc(Cl)ccc3Cl)CC2)c2ccccc12 | 14.0%
COc1cc(NC(=O)CC(c2ccc(C)cc2)N2Cc3ccccc3C2=O)cc(OC)c1 (stereo not given) | -28.8%
OC[C@@H]1CN(Cc2ccccc2)C[C@H](n2cnc3c(Nc4ccccc4)ncnc32)O1 | 24.4%
COc1cccc(CCOC(=O)c2c(-c3ccsc3)oc3c2C(OC(C)=O)CCC3)c1 (stereo not given) | 0.2%
Cc1ccc(-c2cnc(C(O)c3c(C)cccc3C)[nH]2)cc1 (stereo not given) | 0.0%
Cn1c(NCC2CCCCC2)nc2cc(-c3ccsc3)sc2c1=O | -19.7%

Entries listed so far with bromine, in the order listed:
SMILES | BRCA1 expr act
Cc1ccc(Cc2c(C(C)(C)C)nc3cc(C)c(Br)c(C)n23)cc1 | 6.2%
COc1cccc(CNC(=O)CSc2ncc(S(=O)(=O)c3ccc(Br)cc3)c(=O)[nH]2)c1 | -0.9%
Cc1cc2ccccc2n1CCNC(=O)c1ccc(Br)cc1 | 43.2%
CCCCCc1c(-c2cccc(Br)c2)ncn1CCc1ccccc1OC | -22.9%

Random excerpt: 7 entries already listed
SMILES | BRCA1 expr act
COc1cc(NC(=O)CC(c2cccs2)N2Cc3ccccc3C2=O)cc(OC)c1OC (stereo not given) | 0.0%
Cc1ccc(Cl)cc1NC(=O)c1cc(-c2ccc3c(c2)OCCO3)on1 | ?
COc1cc(NC(=O)CC(c2ccc(C)cc2)N2Cc3ccccc3C2=O)cc(OC)c1 (stereo not given) | -28.8%
COCCNc1nc(Oc2ccccc2)c2sccc2n1 | -2.1%
O=C1NC[C@@H](CCCCN2C[C@H](Cc3ccc(O)cc3)N(CCc3ccccc3)C(=O)C2=O)N(CCc2ccccc2)C1=O | 10.5%
COc1ccc(-n2c(=O)c3sc4ccccc4c3n(Cc3ccccc3C)c2=O)cc1OC | -5.4%
COc1cccc(CCOC(=O)c2c(-c3ccsc3)oc3c2C(OC(C)=O)CCC3)c1 (stereo not given) | 0.2%
